Screening data: PubChem BioAssay, several laboratories
RSV antiviral HEp-2: RSV antiviral activity via CPE protection, HEp-2 cells, primary 10 µM value included (AID 2391); 310,000 tested, 0.13% active; one-dose CPE inhibition, % at 10 µM; IC50 in µM for titrated hits; HEp-2 cells, RSV-induced CPE inhibition; higher % means a stronger effect; in the data active = a potency from the dose series; note: strong numbers were not always called active
Siah-1 displacement: Siah-1 peptide-binding antagonists, primary screen, biochemical, fluorescence polarization, rhodamine-plectin, uHTS (AID 1817); 290,000 tested, 0.02% active; displacement, % at 20 µM, or IC50 in µM where a hit was titrated; Siah-1 / rhodamine-plectin peptide fluorescence polarization; higher % means a stronger effect; E3 ubiquitin-protein ligase SIAH1 (Homo sapiens);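 active = displacement of at least 50% at 20 µM, with a fluorescence ratio check between 0.3 and a set limit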;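 note: plate controls were Siah plus tracer with DMSO for no effect and tracer alone without Siah for full effect; strong numbers were not always called active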
Rac1 GTP hydrolysis: MgcRacGAP GTPase-activating activity inhibitors, confirmation, biochemical, ADP Hunter fluorescence | Rac GTPase-activating protein 1 (Homo sapiens) | MgcRacGAP-stimulated Rac1 GTP hydrolysis, ADP Hunter fluorescence; higher % means a stronger effect; GST-tagged Rac1 F28L mutant substrate | inhibition, % at 30 µM, or IC50 in µM where a hit was titrated | 340,000 tested, 0.6% active;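 active = first-screen hits whose inhibition reached a set limit at any dose in the follow-up dose series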;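 note: fluorescence reports GDP produced by GAP-driven GTP hydrolysis; strong numbers were not always called active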
Large T inhibition: SV40 large T antigen inhibitors, biochemical (AID 1903); 310,000 tested, 0.39% active; SV40 large T antigen ATPase/helicase inhibition assay; higher % means a stronger effect; inhibition, % at 20 µM; hits with a dose series show IC50 in µM; in the data active = a potency from the dose series; note: strong numbers were not always called active
AID2073: inhibitors of Mint1-CaV2.2 protein interaction, biochemical, HTRF (AID 2073); HTRF protein-protein interaction, Mint1-CaV2.2; higher % means a stronger effect; 290,000 tested, 0.19% active; inhibition, % at 20 µM, or IC50 in µM where a hit was titrated; Voltage-dependent N-type calcium channel subunit alpha-1B (Homo sapiens); in the data active = inhibition mostly above about 51%, no sharp cut-off; note: some results filed as inactive read as strong as hits
HIV fusion peptide: inhibitors of HIV fusion peptide binding, primary screen, biochemical, uHTS, fluorescence dequenching (AID 1986). 290,000 tested, 0.3% active. inhibition, % at 20 µM; hits with a dose series show IC50 in µM. cell-free peptide binding, fluorescence dequenching, 30 min; higher % means a stronger effect; in the data active = inhibition mostly above about 52%, no sharp cut-off; inactive = mostly below about 76%; note: some results filed as inactive read as strong as hits
NS5 inhibitors: Dengue-2 NS5 methyltransferase inhibitors, primary screen, biochemical, confirmation dose response (AID 588689) | Genome polyprotein (Dengue virus type 2 (strain 16681-PDK53)) | Dengue-2 NS5 methyltransferase capping enzyme assay, biochemical; higher % means a stronger effect | inhibition, % at 25 µM; hits with a dose series show IC50 in µM | 340,000 tested, 0.3% active; in the data active = a potency from the dose series
XIAP antagonists: XIAP antagonists, biochemical, IAP family, fluorescence polarization (AID 1018) | 200,000 tested, 0.007% active | XIAP BIR domain, fluorescence polarization peptide displacement; higher % means a stronger effect | E3 ubiquitin-protein ligase XIAP (Homo sapiens) | displacement, % at 20 µM; hits with a dose series show IC50 in µM; in the data active = displacement above about 50%; note: a part of the inactive calls stands beside numbers as strong as those of hits
LYP inhibition: inhibitors of LYP phosphatase, biochemical, fluorescence intensity, uHTS (AID 1779); Tyrosine-protein phosphatase non-receptor type 22 (Homo sapiens); recombinant LYP phosphatase, fluorescence intensity; higher % means a stronger effect; inhibition, % at 11.5 µM; hits with a dose series show IC50 in µM; 290,000 tested, 0.054% active; in the data active = inhibition above about 50%;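 note: plate controls were vehicle with enzyme for no effect and no enzyme for full effect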
NS5 inhibitors pilot replicate: further read-out of NS5 inhibitors, marked with its call; inhibition, %; measured here: pilot screen replicate inhibition
* = called active by the depositor; nt = not tested or not shown.

SMILES	RSV antiviral HEp-2	Siah-1 displacement	Rac1 GTP hydrolysis	Large T inhibition	AID2073	HIV fusion peptide	NS5 inhibitors	XIAP antagonists	LYP inhibition	others
COc1cccc(C2/C(=C(/O)c3ccc4c(c3)CC(C)O4)C(=O)C(=O)N2CCCn2ccnc2)c1 (configuration not stated)	-1.6%	-3.4%	1.8%	nt	17.2%	-2.1%	23.6%	nt	-13.4%
C/C(=N\NC(=O)c1cccc(O)c1)c1ccc(NC(=O)Cc2ccccc2)cc1	2.1%	4.6%	-8.6%	27.5%	3.8%	-1.3%	-1.3%	nt	0.3%
CC1CCN(Cc2cc(=O)oc3ccc4ccccc4c23)CC1	2.6%	-1.9%	8.7%	9.6%	3.3%	0.9%	3.9%	nt	-5.2%
CN1CCN(C(=O)CN(c2ccccc2)S(=O)(=O)N(C)C)CC1	0.1%	-5.0%	nt	21.6%	-4.5%	-0.6%	nt	-4.6%	-0.9%
COc1ccc(-c2n[nH]c(C)c2-c2ccccc2OC)c(O)c1	7.1%	-2.7%	-0.4%	1.2%	-3.8%	-1.9%	2.0%	nt	1.1%
O=C(O)C=C(Br)Br	1.6%	-3.7%	2.4%	8.6%	-7.5%	-0.4%	-1.4%	nt	-6.4%
CCCOc1ccc(/C(O)=C2/C(=O)C(=O)N(CCN(CC)CC)C2c2ccncc2)cc1 (configuration not stated)	nt	-1.3%	nt	nt	0.6%	-1.3%	nt	-6.5%	-10.9%
COc1ccc(C(=O)N/C(=C\c2ccc3c(c2)OCO3)C(=O)NCCc2nc3ccccc3[nH]2)cc1	0.5%	15.9%	-4.0%	0.9%	-2.9%	1.5%	-6.5%	-19.5%	-3.4%
C#CCNC(=O)C1=C[C@@H](C2CCCCC2)C[C@@H](OCc2ccc(CO)cc2)O1	-0.8%	-2.8%	8.5%	12.0%	8.1%	1.1%	-6.8%	-4.2%	-4.7%
COc1ccc(S(=O)(=O)NC(C)C(=O)NCc2cccnc2)cc1OC (configuration not stated)	-0.1%	-4.6%	-2.7%	-4.5%	12.9%	1.9%	-7.5%	nt	-6.1%
O=C1COc2ccc(S(=O)(=O)N3CCN(c4cccc(C(F)(F)F)c4)CC3)cc2N1	1.2%	-2.7%	11.9%	0.9%	19.6%	1.6%	-11.5%	nt	-10.6%
Cn1cccc1P(=O)(c1cccn1C)c1cccn1C	1.6%	1.2%	17.2%	18.4%	8.8%	2.6%	2.1%	-6.2%	-12.5%
O=C(Cn1nnc2ccccc21)Nc1ccccc1[N+](=O)[O-]	1.4%	-0.6%	-0.5%	-5.7%	4.9%	-1.8%	-6.9%	-5.5%	-3.7%
O=C(Nc1ccc(N2CCOCC2)c(Cl)c1)C1CCCCC1	4.5%	-3.3%	2.5%	-1.4%	-7.4%	-1.2%	-4.5%	-4.4%	0.9%
c1ccc(Nc2nnc(-c3cccnc3)s2)cc1	0.4%	-0.1%	-0.6%	-0.1%	43.3%	-0.5%	-5.2%	nt	-9.3%
COc1ccccc1-n1c(SC)nc2c(sc(=S)n2-c2ccccc2)c1=O	nt	-0.7%	2.5%	nt	-1.7%	1.0%	1.9%	nt	-5.0%
CC1CCN(CC(=O)Nc2sc3c(c2C#N)CCC3)CC1	-0.3%	-4.2%	12.0%	12.6%	3.3%	-0.8%	3.2%	-1.4%	-8.8%
CN(CCCN1CCOCC1)C(=O)c1cc(COc2c(F)cccc2F)on1	0.5%	-1.3%	2.9%	6.6%	8.1%	-1.3%	-2.2%	nt	-6.5%
COc1ccc(/C=N/Nc2nc(Nc3ccccc3)nc(N3CCCC3)n2)cc1	0.8%	-3.2%	6.0%	10.2%	7.1%	-1.3%	-4.4%	-11.0%	-1.7%
Cc1cc(/C=C(\C#N)C(=O)NCc2ccccc2)cc(C)c1O	2.5%	0.3%	17.6%	8.0%	6.8%	-0.6%	-52.0%	nt	-3.9%
CC(C)c1onc(C(=O)N2CCN(c3ccccc3)CC2)c1[N+](=O)[O-]	1.1%	-0.1%	13.3%	10.4%	1.7%	-1.9%	-10.2%	nt	-1.9%
CCOC(=O)c1nn(-c2ccc(OCC)cc2)c2nc(-c3ccco3)c(C#N)c(=O)n12	1.4%	6.0%	-2.2%	5.2%	15.2%	1.3%	0.7%	-3.2%	-0.9%
CCCCn1cnc2cc(NCc3ccncc3)ccc21	0.1%	3.1%	9.6%	6.1%	-20.1%	-3.8%	-4.1%	-10.3%	-2.2%
C=CCNC(=O)c1c(CSc2ccccc2)noc1C(=O)NCc1ccccc1	11.3%	-1.7%	0.7%	8.6%	10.5%	-2.4%	4.0%	nt	-2.5%
CCc1ccc(N2NC(=O)/C(=C/C=C/c3ccco3)C2=O)cc1	0.8%	14.2%	14.1%	22.1%	-9.4%	27.9%	8.0%	-1.4%	7.3%

The final 5 records of the part above are carried over, then new ones follow.
SMILES	RSV antiviral HEp-2	Siah-1 displacement	Rac1 GTP hydrolysis	Large T inhibition	AID2073	HIV fusion peptide	NS5 inhibitors	XIAP antagonists	LYP inhibition	others
CC(C)c1onc(C(=O)N2CCN(c3ccccc3)CC2)c1[N+](=O)[O-]	1.1%	-0.1%	13.3%	10.4%	1.7%	-1.9%	-10.2%	nt	-1.9%
CCOC(=O)c1nn(-c2ccc(OCC)cc2)c2nc(-c3ccco3)c(C#N)c(=O)n12	1.4%	6.0%	-2.2%	5.2%	15.2%	1.3%	0.7%	-3.2%	-0.9%
CCCCn1cnc2cc(NCc3ccncc3)ccc21	0.1%	3.1%	9.6%	6.1%	-20.1%	-3.8%	-4.1%	-10.3%	-2.2%
C=CCNC(=O)c1c(CSc2ccccc2)noc1C(=O)NCc1ccccc1	11.3%	-1.7%	0.7%	8.6%	10.5%	-2.4%	4.0%	nt	-2.5%
CCc1ccc(N2NC(=O)/C(=C/C=C/c3ccco3)C2=O)cc1	0.8%	14.2%	14.1%	22.1%	-9.4%	27.9%	8.0%	-1.4%	7.3%
N/C(=N\OC(=O)COc1ccc(Cl)cc1Br)c1cccnc1	-0.4%	11.4%	8.5%	10.8%	-18.6%	2.1%	-3.1%	-6.9%	-6.2%
COc1ccc2c(c1)[nH]c1c(=O)n(/N=C/c3ccc(OC)c(CN4CCCC4)c3)cnc12	-1.4%	-6.1%	18.1%	12.6%	17.2%	1.6%	-6.3%	nt	-6.2%
COc1ccc(S(=O)(=O)N2CCCOC2CNC(=O)C(=O)NCc2cccnc2)cc1 (configuration not stated)	0.9%	0.9%	10.7%	31.4%	16.6%	-1.9%	-1.9%	nt	-3.6%
COc1ccc(CNC(=O)CCCn2c(SCC#N)nc3cc4c(cc3c2=O)OCO4)cc1	5.0%	1.7%	8.1%	-2.4%	25.8%	-2.9%	-2.1%	-1.8%	-14.9%	NS5 inhibitors pilot replicate=4.2
Oc1ccc(NC(=S)Nc2ccc(O)cc2)cc1	1.4%	17.4%	41.7µM*	nt	10.6%	-3.5%	15.1%	-8.9%	-11.4%
CCCc1c(CC)c(=N)c2ccccc2n1C	-0.5%	-0.5%	6.8%	6.2%	-5.1%	-2.5%	0.0%	-6.3%	-2.5%
COc1ccccc1NC(=O)N1CCCC1C(=O)NCC1CCCO1 (configuration not stated)	0.5%	0.6%	-13.0%	14.4%	-8.9%	-0.8%	6.2%	-5.1%	-8.5%
Cc1cc(C(=O)CSc2nc3ccccc3n2CCC#N)c(C)n1Cc1cccs1	3.3%	12.4%	3.4%	7.1%	-2.3%	11.5%	6.1%	0.1%	1.1%
CCC(=O)Nc1cc(C(=O)OCc2ccc(C(=O)Oc3ccccc3)cc2)ccc1C	1.0%	-8.3%	10.6%	0.8%	3.7%	-0.1%	1.9%	-1.4%	-12.2%
Cc1ccc(S(=O)(=O)CCc2nnc(NC(=O)C3CCCO3)s2)cc1 (configuration not stated)	0.6%	3.0%	11.4%	-11.3%	-7.6%	2.1%	nt	-3.3%	-7.9%
O=C(Nc1ccc(NC(=O)c2cccs2)cc1Cl)c1ccco1	4.0%	8.3%	2.6%	7.9%	1.6%	-0.5%	3.4%	-8.3%	-2.0%
CCOC(=O)N1CCN(c2cc(C)c(C(C)=O)cc2F)CC1	3.4%	3.0%	5.1%	7.0%	-1.0%	9.9%	-2.4%	-4.8%	0.7%
COc1ccc(-c2[nH]ncc2CN2CCC(C(=O)N3CCOCC3)CC2)c(F)c1	1.6%	2.0%	-5.2%	8.4%	19.7%	-1.4%	-1.4%	-13.5%	-5.3%
CCCCn1c(N)c(N(CCOC)C(=O)CCNC(=O)c2ccccc2Cl)c(=O)[nH]c1=O	-0.2%	-0.3%	8.7%	-11.7%	21.3%	0.3%	1.3%	nt	-7.5%
CCCOc1ccc(/C(O)=C2/C(=O)C(=O)N(CCOC)C2c2cccnc2)cc1 (configuration not stated)	nt	-2.8%	nt	-0.6%	17.6%	0.5%	nt	-4.0%	3.0%
Fc1ccccc1COc1ccc2ccccc2c1CNc1nn[nH]n1	6.7%	24.4%	2.0%	5.3%	18.0%	2.9%	nt	-0.2%	-4.0%
FC(F)Oc1ccc(C2N=C(c3ccccc3)NO2)cc1 (configuration not stated)	0.4%	0.5%	6.9%	7.5%	3.9%	2.3%	-5.1%	nt	-6.0%
CCN(CC)S(=O)(=O)c1ccc(C(=O)OCCN2C(=O)CCC2=O)cc1	-0.3%	-0.1%	-0.1%	5.0%	-0.5%	-0.3%	-4.4%	-15.2%	-2.6%
Cc1cc(C)c(NC(=O)C(C)c2cccc(C(=O)c3ccccc3)c2)c(C)c1 (configuration not stated)	5.8%	0.8%	2.1%	6.0%	5.0%	2.0%	-5.6%	-4.9%	5.0%
O=[N+]([O-])c1ccc(N2CCCCC2)c(Cl)c1N1CCCCC1	2.7%	0.1%	5.2%	1.5%	6.2%	-3.1%	-6.8%	-4.1%	0.2%
CS(=O)(=O)c1ccc2nc(NC(=O)c3ccc(Cn4cc(Br)cn4)o3)sc2c1	5.4%	8.3%	9.2%	9.4%	21.4%	5.9%	2.3%	nt	-2.2%
Cc1ccnc(NS(=O)(=O)c2ccc(NC(=O)c3ccc(S(=O)(=O)N4CCOCC4)cc3)cc2)n1	0.8%	14.7%	6.0%	-1.2%	-5.2%	-1.7%	-0.7%	-3.8%	-9.5%
CCN1CCN(c2ccc(S(=O)(=O)N3CCCCC3)cc2NC(=O)c2cccc(Cl)c2)CC1	-0.9%	nt	11.4%	9.4%	nt	nt	4.4%	nt	nt
COc1cc(OC)cc(-c2nnc(N(C)C(=O)c3ccncc3)s2)c1	-1.2%	2.5%	-2.5%	25.0%	8.3%	0.3%	-13.0%	-5.8%	-3.4%

An unsorted share of the library, and some 1.7% of all compounds hit somewhere here.
